High-throughput results deposited in PubChem by Southern Research Specialized Biocontainment Screening Center.
PhoP GFP inhibition: PhoP regulon inhibitors, Salmonella typhi PhoP promoter GFP reporter, confirmatory (AID 1850). one-dose inhibition, % at 50 µM; IC50 in µM for titrated hits. Salmonella Typhi PhoP-promoter GFP reporter, fluorescence, 4 h; higher % means a stronger effect. 310,000 tested, 0.33% active; in the data active = a potency from the dose series; inconclusive = inhibition mostly from about 25% at the one dose, without a potency; inactive = the rest, 99 in 100 with inhibition below about 19%;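 note: 0% = induced wells with vehicle and 100% = uninduced wells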
inhibitors of VEEV: inhibitors of VEEV TC-83 cytopathic effect, confirmation, Vero cells (AID 588727); Vero cells, VEEV TC-83 cytopathic effect inhibition; higher % means a stronger effect; one-dose inhibition, % at 20 µM; IC50 in µM for titrated hits; 350,000 tested, 0.13% active; in the data active = a potency from the dose series; inconclusive = inhibition mostly from about 14% at the one dose, without a potency; inactive = the rest, 99 in 100 with inhibition below about 12%; note: strong numbers were not always called active
tuberculosis growth: growth inhibition of non-replicating M. tuberculosis (AID 488890); Mycobacterium tuberculosis non-replicating, growth inhibition; higher % means a stronger effect; inhibition, % at 25 µM, or IC50 in µM where a hit was titrated; 320,000 tested, 0.39% active; in the data active = a potency from the dose series; inconclusive = inhibition mostly from about 82% at the one dose, without a potency; inactive = the rest, 99 in 100 with inhibition below about 76%;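 note: plate controls were DMSO cells for no effect and high antibiotic wells for full effect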
M. tuberculosis HTS: M. tuberculosis growth inhibition, HTS (AID 449762); M. tuberculosis H37Rv growth inhibition, 7H9 media; higher % means a stronger effect; 330,000 tested, 0.59% active; one-dose inhibition, % at 25 µM; IC50 in µM for titrated hits; in the data active = a potency from the dose series; inconclusive = inhibition above about 70% without an active follow-up result;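 note: bacterial growth assessed after seven days of incubation; strong numbers were not always called active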
H1N1 NS1A inhibition: NS1A inhibition, H1N1 influenza, cell based functional assay (AID 504329); inhibition, % at 12.5 µM, or IC50 in µM where a hit was titrated; 340,000 tested, 0.3% active; NS1A functional cell-based assay, percent inhibition; higher % means a stronger effect; in the data active = a potency from the dose series; inconclusive = inhibition above about 27% without an active follow-up result; note: strong numbers were not always called active
Active calls of the source: *; i = inactive; ? = inconclusive; . = no result given. Rows are unselected; about 1.5% have a hit in one of these screens.

SMILES	PhoP GFP inhibition	inhibitors of VEEV	tuberculosis growth	M. tuberculosis HTS	H1N1 NS1A inhibition
Cc1ccc(S(=O)(=O)N2CCN(c3ccccc3)CC2)cc1C(N)=O	4%	i	-14%	-1%	-7%
Cc1cc(OCC(=O)NCCO)cc(C)c1Cl	4%	3.1%	3%	-10%	-2%
COc1cc(CNCCc2c[nH]c3ccccc23)ccc1OCc1ccccc1F	133µM*	0.1%	?	?	7%
C=CCc1ccc(O)c(-c2cc(CC=C)ccc2O)c1	-4%	5.7%	-9%	-11%	8%
Cn1c2ccccc2c2nnc(SCC(=O)NCc3ccoc3)nc21	-1%	0.6%	-6%	-11%	-2%
CCOc1ccccc1NC(=O)CC1NCCNC1=O (stereo not given)	-12%	0.5%	-15%	-3%	-7%
O=C(Cn1cnc2ccccc2c1=O)N1CCN(Cc2ccccc2)CC1	1%	i	8%	-3%	9%
CCOc1cc(CNCCSc2nnnn2C)cc(Br)c1OCc1ccc(F)cc1	-15%	0.1%	55%	7%	-4%
O=C(NCc1ccc(F)cc1)C1CCN(S(=O)(=O)c2ccc(Cl)cc2)CC1	-3%	i	-4%	3%	7%
Cn1c(=O)[nH]c(=O)c2c1nc(N/N=C/c1ccncc1)n2Cc1ccc(F)cc1	0%	4.9%	7%	0%	.
CCN1CCc2c(C#N)c(NCc3ccccc3)nc(NCCO)c2C1	27%	1.1%	-7%	-1%	-5%
COC(=O)N1CC(c2ccccc2)CC1=O (stereo not given)	-5%	1.1%	9%	3%	6%
c1ccc(-c2sc3ccccc3c2-c2ccc(OCCN3CCCCC3)cc2)cc1	.	i	55%	-6%	11%
Cc1cccc(N2CCN(C(=O)CCS(=O)(=O)c3ccc4c(c3)NC(=O)CO4)CC2)c1C	0%	3.2%	13%	2%	-8%
Nc1nc(SCC(=O)c2ccc(Oc3ccccc3)cc2)n[nH]1	-4%	i	0%	-14%	26%
CCSc1nnc(NC(=O)C2CCN(C(=O)c3ccc(F)cc3)CC2)s1	.	7.5%	-9%	-5%	-18%
O=C(CSC1=NCCN1)Nc1cccc([N+](=O)[O-])c1	-10%	2.4%	-13%	-3%	-6%
CC1CC(C)CN(S(=O)(=O)c2ccc(NC(=O)c3ccc(=O)[nH]c3)cc2)C1 (stereo not given)	.	5.2%	-4%	-7%	-5%
Cc1cccc(-n2[nH]c3c4c(ccc3c2=O)C(=O)c2ccccc2C4=O)c1	8%	0.5%	-8%	6%	0%
CN(C)c1cccc(C(=O)NCC(c2ccco2)N(C)C)c1 (stereo not given)	3%	i	5%	-15%	10%

Part of the list above, with values under each structure:
Each structure is followed by: PhoP GFP inhibition, inhibitors of VEEV, tuberculosis growth, M. tuberculosis HTS, H1N1 NS1A inhibition
COC(=O)N1CC(c2ccccc2)CC1=O (stereo not given)
→ -5%, 1.1%, 9%, 3%, 6%
c1ccc(-c2sc3ccccc3c2-c2ccc(OCCN3CCCCC3)cc2)cc1
→ ., i, 55%, -6%, 11%
O=C(NCc1ccc(F)cc1)C1CCN(S(=O)(=O)c2ccc(Cl)cc2)CC1
→ -3%, i, -4%, 3%, 7%
Cn1c(=O)[nH]c(=O)c2c1nc(N/N=C/c1ccncc1)n2Cc1ccc(F)cc1
→ 0%, 4.9%, 7%, 0%, .
Cc1cc(OCC(=O)NCCO)cc(C)c1Cl
→ 4%, 3.1%, 3%, -10%, -2%
CC1CC(C)CN(S(=O)(=O)c2ccc(NC(=O)c3ccc(=O)[nH]c3)cc2)C1 (stereo not given)
→ ., 5.2%, -4%, -7%, -5%
Cc1cccc(-n2[nH]c3c4c(ccc3c2=O)C(=O)c2ccccc2C4=O)c1
→ 8%, 0.5%, -8%, 6%, 0%

The results go on:
SMILES	PhoP GFP inhibition	inhibitors of VEEV	tuberculosis growth	M. tuberculosis HTS	H1N1 NS1A inhibition
COc1ccc(OCC(=O)NNC(=O)C(=O)Nc2ccccc2)cc1	.	2.2%	75%	52%	-2%
COc1cc(NC(=O)c2cccs2)c(OC)cc1NC(=O)Nc1ccc(F)cc1	5%	7.3%	5%	9%	10%
Cc1ccc(C2=CC(c3ccc(N(C)C)cc3)n3nnnc3N2)cc1 (stereo not given)	-10%	1.6%	40%	3%	-6%
Cc1cc(S(=O)(=O)N2CCCCC2)c(C)s1	-15%	6.1%	-3%	-6%	7%
CCNC(=O)CCSc1nnc(-c2ccco2)o1	-4%	0.4%	-8%	3%	-4%
Cc1c(C(=O)N2CCc3ccccc32)cnn1C	-2%	0.8%	3%	7%	-3%
CN(c1ccc(C(=O)Nc2ccc3c(c2)OCCO3)cc1)S(C)(=O)=O	1%	0.4%	-11%	3%	-13%
CC1(C)NC(=O)N(CC(=O)N2CCCC(C(F)(F)F)C2)C1=O (stereo not given)	2%	1.1%	-15%	1%	-14%
O=[N+]([O-])c1cccc(-c2nnc3ccc4ccccc4n23)c1	3%	1.1%	3%	6%	2%
Cc1ccc(N(C(C)C(=O)N2CCC(C)CC2)S(C)(=O)=O)cc1C (stereo not given)	5%	0.1%	31%	43%	-1%
C#CCOCCOCCOCCNc1nc(N2CCN(C(=O)CCCCCCCCCCNC(=O)[C@@H](CCSC)n3cc(CCO)nn3)CC2)nc(N2CCN(C(=O)CCCCCCCCCCNC(=O)[C@H](CCSC)n3cc(CCO)nn3)CC2)n1	2%	i	4%	2%	8%
CSc1ccccc1OCc1cc(C(=O)N(C)Cc2ccc(C)o2)no1	7%	3.0%	27%	7%	-2%
O=C(C1CCN(S(=O)(=O)c2cccc3cccnc23)CC1)N1CCc2ccccc21	1%	10%	0%	-2%	1%
O=C(CCNS(=O)(=O)c1ccc2c(c1)CCC(=O)N2)NCc1ccc2c(c1)OCO2	1%	5.0%	-8%	-5%	1%
CCCc1ccc(-c2cc(C(=O)NC3=NCCS3)c3ccccc3n2)cc1	-12%	3.9%	76%	0%	7%
CC(C)(C)C(=O)NC(=S)Nc1ccc(F)cc1	-10%	i	?	4%	15%
Cc1cc(SCC(=O)c2ccc(O)c(O)c2)nc2ccccc12	-19%	0.1%	-2%	5%	18%
COCCn1c(SCC(=O)NC2CCCC2)nc2cccnc21	-10%	0.1%	-5%	1%	-9%
NC(=O)CCn1ccc2ccccc21	-1%	i	.	0%	4%
CCN1C(=O)c2ccccc2S(=O)(=O)c2ccc(C(=O)NC(C)C)cc21	-5%	i	-9%	-1%	-14%
CC(C)[C@H](NS(=O)(=O)c1ccccc1F)C(=O)OCC(=O)Nc1cccc(S(N)(=O)=O)c1	.	1.4%	0%	2%	0%
N#CC1(NC(=O)COC(=O)c2ccccc2SCC(=O)N2CCCC2)CCCCC1	-10%	2.2%	-5%	-22%	-8%
Cc1cccc(N(Cc2ccccc2)C(=O)Cc2ccc(S(=O)(=O)N3CCOCC3)s2)c1	4%	8.3%	15%	1%	1%
COc1ccc(-n2nnc3c(=O)n(CC(=O)N4CCCc5ccccc54)cnc32)cc1	-7%	1.1%	-23%	-10%	-9%
O=c1[nH]c(CSc2nnnn2-c2ccc(Cl)cc2)nc2ccccc12	6%	4.2%	-11%	-10%	-12%
Cc1cccc(Nc2ncnc3nc[nH]c23)c1	.	12%	.	-5%	1%
COc1cc(C2c3cc4c(cc3OC(N3CCCC3)C2C)OCO4)cc(OC)c1O (stereo not given)	.	i	.	.	-12%
COc1cc2c(cc1NC(=O)c1cccc([N+](=O)[O-])c1C)oc1ccccc12	0%	2.6%	-2%	2%	10%
COCCn1c(NCc2ccco2)nc2c1c(=O)[nH]c(=O)n2C	-7%	2.0%	-1%	0%	-6%
CCOc1cc(S(=O)(=O)NCC2CCCO2)ccc1F (stereo not given)	-5%	i	27%	3%	-4%
CCN(CC(=O)NCCc1ccc(S(N)(=O)=O)cc1)Cc1nc2cc(OC)c(OC)cc2c(=O)[nH]1	1%	1.8%	19%	2%	3%
COc1ccc(-c2nc(SC(CC(=O)NCCO)c3cccs3)n[nH]2)cc1 (stereo not given)	6%	0.7%	9%	0%	7%
CCc1cccc(CC)c1NC(=S)NCCc1c(C)[nH]c2ccc(C)cc12	-1%	3.9%	41%	-6%	-10%
CCOc1ccc(CCNC(=O)COC(=O)c2ccc(C)c([N+](=O)[O-])c2)cc1OCC	9%	1.6%	-10%	-2%	-4%
Cc1ccc(S(=O)(=O)N2CCN(C(=O)CN3C(=O)NC4(CCCCC4)C3=O)CC2)c(C)c1	4%	0.7%	-19%	0%	-1%
Cc1c(CN2CCC(n3nccc3NC(=O)c3cccc(F)c3)CC2)cnn1C	-5%	2.0%	0%	-14%	3%
O=C(CNC(=O)c1ccco1)NCC(=O)OCC(=O)c1ccc(Cl)c([N+](=O)[O-])c1	-3%	6.5%	0%	4%	6%
Cc1ccnn1CC(=O)N/N=C/c1ccc2c(c1)OCO2	-3%	i	-2%	8%	5%
Cc1cc(-c2nnc(SCC(=O)N3C(C)CCCC3C)o2)no1 (stereo not given)	-5%	1.8%	2%	2%	0%
Cc1oc(-c2cc(F)ccc2F)nc1CN1CCCN(C(=O)c2ccco2)CC1	-15%	i	-1%	-9%	-7%
CCOC(=O)c1cccc(NC(=O)CCn2cccc2)c1	1%	6.8%	21%	3%	7%
O=C(Nc1cc(Cl)cc2c1-c1ccc(Cl)cc1C2O)C(Cl)Cl (stereo not given)	.	7.2%	.	.	7%
O=c1oc(-c2ccco2)nc2ccccc12	-39%	3.3%	29%	-3%	-9%
COc1ccc2cc(CN(CCO)C(=O)c3ccccc3F)c(=O)[nH]c2c1	0%	3.5%	-8%	0%	4%
Cc1cc(O)c2c(c1)C(=O)C13C(=C2O)C(=O)[C@H]2[C@@H](O)[C@@H]1[C@H]1[C@H](O)[C@@H]3C(=O)C3=C(O)c4c(O)cc(C)cc4C(=O)C312 (stereo not given in full)	5.1µM*	0.2%	20%	11%	2%
COc1ccc(C)cc1NC(=O)CC1COc2ccccc2O1 (stereo not given)	7%	3.0%	7%	8%	4%
O=CN1CCN(C(=O)CN2C(=O)c3ccccc3C2=O)CC1	11%	0.3%	-11%	-4%	9%
Cc1cccc(N(CC(=O)NC2CC2)S(=O)(=O)c2ccc(Cl)cc2)c1	-10%	0.4%	-1%	5%	-6%
COCc1cc(C)nc(OCC(=O)N/N=C/c2ccc(-c3cc([N+](=O)[O-])ccc3Cl)o2)c1C#N	-6%	6.1%	1%	?	7%
NC(=O)/C(=C\c1ccco1)NC(=O)c1ccc(Br)o1	11%	0.9%	-18%	-1%	-19%
(further entries)
SMILES	PhoP GFP inhibition	inhibitors of VEEV	tuberculosis growth	M. tuberculosis HTS	H1N1 NS1A inhibition
CCC(=O)Nc1ccc(Oc2ccc3c(c2)C(=O)N(c2ccc(O)cc2)C3=O)cc1	-4%	i	4%	-17%	-2%
CN(CC(CC(=O)O)c1ccccc1)S(=O)(=O)c1ccc(Br)cc1 (stereo not given)	-7%	1.3%	-13%	-4%	-12%
CCOC(=O)Cn1nnnc1CN(CCc1ccccc1)Cc1cc2cc(CC)ccc2[nH]c1=O	15%	5.5%	.	-10%	33%
O=C(Nc1ccccc1)[C@@H]1[C@@H]2C(=O)N(c3ccc(F)cc3)C(=O)[C@@H]2[C@H]2C=CC=NN21	-18%	1.8%	-1%	-3%	-16%
O=C(COc1ccc([N+](=O)[O-])cc1)Nc1cc(S(=O)(=O)N2CCCCC2)ccc1N1CCCCC1	5%	0.5%	2%	2%	-4%
O=C(Nc1ccccc1Oc1ccccc1)c1ccc(Br)o1	-7%	1.5%	47%	15%	8%
CC(C)C[C@H]1CN=C(Nc2ccccc2)N1CC1CCC(C(C)(C)C)CC1 (stereo not given in full)	3%	i	?	?	4%
O=C(Nc1nncs1)C1(c2ccccc2)CCCC1	5%	1.0%	10%	5%	2%
COc1ccc(NC(=O)c2cc(-c3ccncc3)nc3ccccc23)c(OC)c1	.	7.6%	21%	27%	6%
Cc1ccc(N2C(=O)N(CC(=O)c3cc(C)ccc3C)C(=O)C2C)cc1 (stereo not given)	-5%	1.1%	14%	4%	3%
Cc1ccccc1N=C/C=C1\N(C)c2ccccc2C1(C)C	-1%	i	23%	4%	20%
O=C(O)CCc1ccc(-c2ccc(Cl)cc2)n1Cc1ccco1	-3%	0.1%	21%	-8%	-2%
C=CCNC(=O)c1c2c(nc3ccccc13)-c1ccccc1CC2	8%	i	7%	1%	-2%
CCOc1ccc(-c2nc(CN3CCCCC3CCn3cccn3)c(C)o2)cc1 (stereo not given)	-2%	2.3%	14%	6%	21%
NS(=O)(=O)c1ccc(NC(=O)COC(=O)C2CC(=O)N(Cc3ccccc3)C2)cc1 (stereo not given)	14%	0.5%	2%	2%	-6%
